MEKK2 mut-MEK5: signal of MEK5 binding to mutant human MEKK2 PB1 domain; bead flow cytometry, Alexa488-MEK5 binding to MEKK2 mutant; percent response, % at 10 µM; 290,000 compounds, 0.35% hits; in the data active = percent response above about 24%, passing the limit was not always enough; note: inactives centre near 1; some results filed as inactive read as strong as hits; reference of the scale not given here
CRFBP-R2 agonist: CRF-BP/CRF-R2 complex agonism; activation, % at 13.2 µM; AID 588473; 350,000 compounds, 0.46% hits; HEK293 CRF-R2/CRF-BP, calcium dye fluorescence (FLIPR); percent of saturating CRF peptide response;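 active = activation of at least 50%, plus an integration ratio under a set limit after plate pattern correction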;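 note: plate controls were neutral control wells without compound for no effect and CRF at EC100 for full effect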
GalR3 antagonist: antagonists of human GalR3. inhibition, % at 3 µM. AID 651719. 360,000 compounds, 0.44% hits. HEK293 GalR3-CNG cAMP membrane potential fluorescence; galR3 body fused to GalR1 C-terminus. O60755;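 active = inhibition above the screen-wide average plus 3 SD, cut at about 13% in these data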;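 note: forskolin and galanin both at EC90 stimulate the cells; cAMP rise reported by CNG channel membrane potential dye signal; 0% = forskolin plus galanin with DMSO and 100% = forskolin alone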
HCV NS3 hel inh: blocks Hepatitis C virus NS3 helicase unwinding; inhibition, % at 10.9 µM; 290,000 compounds, 0.56% hits; NS3 helicase DNA unwinding, Cy5 molecular beacon fluorescence; AID 1800;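 active = inhibition above the mean of all tested compounds plus 3 SD, set per campaign, cut at about 35% in these data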;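 note: 0% = DMSO wells and 100% = thioflavine S control wells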
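Assay system: hepatitis C virus NS3 helicase domain fragment enzyme. Also added: annealed dual-labelled DNA beacon duplex, ATP-started. Timing: 1 h reaction at 25 °C, ATP-initiated. Technique: Cy5 fluorescence at 0 and 60 min, beacon hairpin quenching. Evaluation: % inhibition of unwinding. Replication: one well per compound.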
DNA FID counter: fluorescent intercalator displacement, NS3 helicase counter-screen; DNA fluorescent intercalator displacement, fluorescence; 290,000 compounds, 0.17% hits; inhibition, % at 7.9 µM; AID 1845; in the data active = inhibition above about 37%;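 note: 0% = vehicle and 100% = reference compound; higher means more ethidium bromide displaced from hairpin DNA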
MEKK2 WT-MEK5: raises or lowers MEK5 binding to wildtype human MEKK2 PB1 domain | bead flow cytometry, Alexa488-MEK5 binding to MEKK2 WT; actives lie on both sides | binding response (% of control), % at 10 µM | 290,000 compounds, 1.1% hits | AID 1531; in the data active = binding response below about 67% or above about 130%
CRFBP-R2 block: CRF-BP/CRF-R2 complex antagonism. 350,000 compounds, 0.59% hits. inhibition, % at 11.8 µM. HEK293 CRF-R2/CRF-BP, CRF-induced calcium fluorescence. AID 588475;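 active = inhibition of the ligand-induced calcium signal above about 50% at the single tested concentration, limit read from the data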
UBC9 SUMO inh: SUMOylation inhibition | HTRF SUMOylation assay, SAE1/SAE2 + UBC9, in vitro | inhibition, % at 35 µM | 290,000 compounds, 0.36% hits | AID 2006; in the data active = inhibition above about 50%, passing the limit was not always enough; note: strong numbers were not always called active
Target sequence (P63279 whole entry, looked up): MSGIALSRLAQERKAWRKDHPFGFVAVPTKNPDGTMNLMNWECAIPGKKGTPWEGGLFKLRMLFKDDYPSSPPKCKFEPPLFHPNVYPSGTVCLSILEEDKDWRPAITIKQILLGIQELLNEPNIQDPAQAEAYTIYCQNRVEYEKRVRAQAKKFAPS
MEKK3 PB1 HTS: modulators (inhibitors or enhancers) of MEK5 binding to human MEKK3 PB1 domain. bead-based flow cytometry, Alexa488-MEK5 binding to MEKK3; actives lie on both sides; 0 = blocked by unlabeled MEK5, 100 = vehicle. binding response (% of control), % at 10 µM. 290,000 compounds, 1.4% hits;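 active = binding response more than 3 SD above or below the average of its plate-row segment, actives on both sides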;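 note: Alexa488 bead fluorescence after subtracting the streptavidin-only scavenger bead signal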
Target sequence (Q99759 whole entry, looked up, the tested form may be a part): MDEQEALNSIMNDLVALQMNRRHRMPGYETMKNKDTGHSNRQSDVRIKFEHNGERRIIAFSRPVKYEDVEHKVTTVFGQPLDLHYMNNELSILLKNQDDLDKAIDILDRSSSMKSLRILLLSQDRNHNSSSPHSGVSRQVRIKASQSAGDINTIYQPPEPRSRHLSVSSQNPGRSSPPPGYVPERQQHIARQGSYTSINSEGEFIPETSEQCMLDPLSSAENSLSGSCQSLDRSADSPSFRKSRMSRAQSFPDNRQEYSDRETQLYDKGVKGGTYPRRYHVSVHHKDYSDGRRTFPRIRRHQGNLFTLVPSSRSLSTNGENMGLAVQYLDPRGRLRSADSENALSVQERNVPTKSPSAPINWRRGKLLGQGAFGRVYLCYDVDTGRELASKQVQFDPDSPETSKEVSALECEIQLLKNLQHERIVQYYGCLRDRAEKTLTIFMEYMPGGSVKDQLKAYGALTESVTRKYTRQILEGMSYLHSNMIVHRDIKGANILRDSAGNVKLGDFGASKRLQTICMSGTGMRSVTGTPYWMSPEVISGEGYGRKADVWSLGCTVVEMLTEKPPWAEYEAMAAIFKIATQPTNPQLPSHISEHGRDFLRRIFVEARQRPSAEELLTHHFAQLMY
Numbers without * were called inactive; nt = not tested or not shown; & = joins results of further samples. Not all compounds are listed. The share of hits here may be higher or lower than overall.

SMILES	MEKK2 mut-MEK5	CRFBP-R2 agonist	GalR3 antagonist	HCV NS3 hel inh	DNA FID counter	MEKK2 WT-MEK5	CRFBP-R2 block	UBC9 SUMO inh	MEKK3 PB1 HTS
O=C(N=NC(=O)c1ccc2c(O)n(CC3CCCO3)c(O)c2c1)c1cccnc1 (centres undefined)	-8	-0.4	-1	6	-3	94	-16	4	96
Cc1ccc(N(CC(=O)NC(C)C)C(=O)CCC(=O)Nc2nccs2)cc1	13	1.8	11	-2	-27	117	10	1	109
Cc1nnc(SCC(=O)NC2CCCCCC2)n1C(C)C	10	1.5	-4	3	-20	108	-8	18	104
Cc1nc(C(=O)Nc2ccc(Cl)cc2Cl)nn1-c1cc(OC(C)C)c(Cl)cc1Cl	5	-0.1	-5	8	-1	104	5	-4	103
COc1ccc(OC)c(Nc2nc(C)nc3c2oc2ccccc23)c1	1	0.9	-4	-7	-25	104	14	21	105
COc1cccc(C(=O)N/N=C(/c2ccccc2)c2ccccn2)c1	4	-0.7	5	14	-5	105	0	0	108
O=c1[nH]c(/C=C/c2ccccc2Cl)c([N+](=O)[O-])c(=O)[nH]1	8	-2.7	-10	21	-5	106	0	13	107
O=C1CCCc2ccccc2N1Cc1cccc(Cl)c1	8	-4.0	-5	1	-14	104	14	-9	103
COc1ccc(S(=O)(=O)N2CC(=O)Nc3ccccc32)cc1C	5	2.1	-5	3	-3	100	-13	4	99
Fc1ccccc1Cc1noc(CN(Cc2ccccn2)CC2CCCO2)n1 (centres undefined)	5	2.8	9	-12	-21	107	10	6	105

Exported field by field: 4 of the compounds above
> Cc1nnc(SCC(=O)NC2CCCCCC2)n1C(C)C
  MEKK2 mut-MEK5: 10; CRFBP-R2 agonist: 1.5; GalR3 antagonist: -4; HCV NS3 hel inh: 3; DNA FID counter: -20; MEKK2 WT-MEK5: 108; CRFBP-R2 block: -8; UBC9 SUMO inh: 18; MEKK3 PB1 HTS: 104
> Cc1nc(C(=O)Nc2ccc(Cl)cc2Cl)nn1-c1cc(OC(C)C)c(Cl)cc1Cl
  MEKK2 mut-MEK5: 5; CRFBP-R2 agonist: -0.1; GalR3 antagonist: -5; HCV NS3 hel inh: 8; DNA FID counter: -1; MEKK2 WT-MEK5: 104; CRFBP-R2 block: 5; UBC9 SUMO inh: -4; MEKK3 PB1 HTS: 103
> COc1ccc(OC)c(Nc2nc(C)nc3c2oc2ccccc23)c1
  MEKK2 mut-MEK5: 1; CRFBP-R2 agonist: 0.9; GalR3 antagonist: -4; HCV NS3 hel inh: -7; DNA FID counter: -25; MEKK2 WT-MEK5: 104; CRFBP-R2 block: 14; UBC9 SUMO inh: 21; MEKK3 PB1 HTS: 105
> COc1cccc(C(=O)N/N=C(/c2ccccc2)c2ccccn2)c1
  MEKK2 mut-MEK5: 4; CRFBP-R2 agonist: -0.7; GalR3 antagonist: 5; HCV NS3 hel inh: 14; DNA FID counter: -5; MEKK2 WT-MEK5: 105; CRFBP-R2 block: 0; UBC9 SUMO inh: 0; MEKK3 PB1 HTS: 108

The list goes on.
SMILES	MEKK2 mut-MEK5	CRFBP-R2 agonist	GalR3 antagonist	HCV NS3 hel inh	DNA FID counter	MEKK2 WT-MEK5	CRFBP-R2 block	UBC9 SUMO inh	MEKK3 PB1 HTS
COc1cc(C(=O)C(=O)c2ccc(O)c(OC)c2)ccc1O	1	-1.8	-4	3	-4	101	8	2	95
O=C(NC1CCCC1)c1cc2nc(-c3ccco3)cc(C(F)(F)F)n2n1	0	-1.3	-8	1	-33	99	0	13	102
CCCCCn1c(=N)n(CC(O)COc2ccccc2OC)c2ccccc21 (centres undefined)	21&10	1.8&2.8	-6&-7	-28	19	113&106	-37&-25	21&-2	103&105
CCCCN(CC)CCCNC(=O)C1c2ccccc2C(=O)N(C)C1c1cn(C)c2ccccc12 (centres undefined)	2	-0.6	-2	3	10	105	11	-4	99
O=C(CCSc1ccc(Cl)cc1)c1ccco1	1	-0.9	-13	-10	-4	101	-4	0	103
CC(=O)c1ccc(S(=O)(=O)N2CCN(CC#N)CC2)cc1	-3	-2.2	8	-9	3	95	-1	2	90
O=Cc1c(NCCN2CCOCC2)c2ccccc2[nH]c1=O	-6	0.8	-10	0	-1	88	-14	9	87
CCOc1ccc2nc(N3C(=O)/C(=C/c4ccc(Cl)cc4)NC3=S)sc2c1	1	5.2	-7	0	2	110	31	2	100
Cc1c(C(=O)NN2CCOCC2)oc2ccccc12	0	-3.1	-5	9	-1	98	0	14	101
CC(=O)c1cccc(NC(=S)Nc2ccc(F)cc2)c1	7	4.0	-6	-12	-3	107	23	16	99
Cn1ncc(C(=O)N=S(C)(=O)c2ccccc2)c1[N+](=O)[O-] (centres undefined)	-5	2.6	-2	-5	-1	84	-10	28	84
Cn1c(=O)n(C)c2cc(NS(=O)(=O)c3ccccc3)ccc21	2	-0.8	nt	4	-5	101	-9	2	99
CNC(=O)c1ccccc1Sc1ccccc1C#N	-2	-1.6	0	-6	7	98	7	0	101
Cc1ccc(C)c(-c2ccc(=O)n(Cc3ccc(F)cc3Cl)n2)c1	34*	-2.5	-9	-14	-27	132	-3	-11	128*
O=C(Nc1c(C(=O)N2CCN(c3ccccn3)CC2)oc2ccccc12)c1ccc([N+](=O)[O-])cc1	1	2.8	3	-1	-3	97	-4	12	95
CCOC(=O)N1CCN(c2c(F)cc3[nH]c(=S)[nH]c3c2Br)CC1	2	-1.0	-1	9	-15	100	-17	-10	104
COc1ccc(N2C(=O)CC(Sc3nc4ccccc4s3)C2=O)cc1OC (centres undefined)	-15	0.6	-3	7	-28	86	-5	0	89
CC(C)Cc1ccc(C(C)C(=O)Nc2ccccc2O)cc1 (centres undefined)	-2	77*	-1	4	-14	97	-29	-5	102
O=C(/C=C/c1cccs1)NC(=S)NNC(=O)c1ccccc1O	-4	63*	0	5	-14	94	-14	-69	98
CCc1[nH]nc2c1C(C1C=CCCC1)C(C#N)=C(N)O2 (centres undefined)	3	1.7	-4	3	-7	108	-18	1	106
Clc1ccc(OCCCCN2CCc3ccccc3C2)cc1	4	0.8	-5	-14	14	106	-17	3	99
COc1ccc(CNC(=O)C2CCCN2)cc1OC (centres undefined)	-6	-0.7	1	8	4	100	13	10	101
CCCN(c1ccc(C(C)C)cc1)S(=O)(=O)c1c(C)noc1C	3	11	-3	-1	-16	103	-18	-3	102
CCc1nnc(NC(=O)C2CCN(C(=O)NC3CCCCC3)CC2)s1	nt	1.5	-2	-4	-14	nt	-52	8	nt
O=C(O)c1ccc(Cl)c(S(=O)(=O)N2CCCC2)c1	6	-2.2	6	-1	1	103	-5	8	100
COc1ccc(C2c3c(nc[nH]c3=O)Oc3nc[nH]c(=O)c32)cc1	8	nt	nt	-2	-2	101	nt	6	106
Cc1c(C(=O)Nc2ccc(Cc3ccncc3)cc2)cccc1[N+](=O)[O-]	3	-0.6	-4	-10	-6	105	19	-23	110
Cc1cc(=O)[nH]c(SCC2COC3(CCCCC3)O2)n1 (centres undefined)	-4	-0.8	-4	-5	1	93	10	-12	97
COc1cc(Cl)c(C)cc1NC(=O)CNC(C)c1ccccc1OC (centres undefined)	-3	1.6	-5	-33	7	87	-17	-24	85
CC(=O)c1coc2ccc(OCCN3CCCCC3)cc12	0	-0.5	-1	0	8	98	2	24	96

Retrieved by compound from above (five):
SMILES	MEKK2 mut-MEK5	CRFBP-R2 agonist	GalR3 antagonist	HCV NS3 hel inh	DNA FID counter	MEKK2 WT-MEK5	CRFBP-R2 block	UBC9 SUMO inh	MEKK3 PB1 HTS
CCCN(c1ccc(C(C)C)cc1)S(=O)(=O)c1c(C)noc1C	3	11	-3	-1	-16	103	-18	-3	102
O=C(O)c1ccc(Cl)c(S(=O)(=O)N2CCCC2)c1	6	-2.2	6	-1	1	103	-5	8	100
CC(=O)c1coc2ccc(OCCN3CCCCC3)cc12	0	-0.5	-1	0	8	98	2	24	96
Clc1ccc(OCCCCN2CCc3ccccc3C2)cc1	4	0.8	-5	-14	14	106	-17	3	99
COc1cc(Cl)c(C)cc1NC(=O)CNC(C)c1ccccc1OC (centres undefined)	-3	1.6	-5	-33	7	87	-17	-24	85

(continued)
SMILES	MEKK2 mut-MEK5	CRFBP-R2 agonist	GalR3 antagonist	HCV NS3 hel inh	DNA FID counter	MEKK2 WT-MEK5	CRFBP-R2 block	UBC9 SUMO inh	MEKK3 PB1 HTS
CCN(CC)CCN(CC(=O)N(C1CCCCC1)C1CCCCC1)C(=O)c1cccnc1	3	1.3	1	-7	13	105	-18	-2	105
CCC1=Nc2cc(C(=O)NCc3ccco3)ccc2Sc2ccccc21	-2	0.7	-13	10	-28	95	3	-2	96
CC1CC(C)CN(c2nc3c(c(=O)n(C)c(=O)n3C)n2C)C1 (centres undefined)	0	0.6	-2	7	-26	102	1	16	103
Cc1ccc(C(=O)NCCc2ccc(F)cc2)s1	2	-5.1	-6	-3	-2	108	15	10	109
COC(=O)c1cc2c(ccn2C)n1C	-11	1.8	-3	-3	9	87	20	33	92
CCC(=O)OCc1cc(=O)oc2ccc3ccccc3c12	2	-0.7	-9	8	-23	101	-1	15	103
COC(=O)c1ccc(CSc2nc3ccc(S(=O)(=O)N4CCOCC4)cc3[nH]2)cc1	1	0.9	-3	-12	-6	98	-31	4	94
O=C(O)c1ccc[nH]c1=S	5	-4.0	2	5	3	105	6	-1	107
COc1ccc(C(=O)NC2CC2)cc1OC1CCN(Cc2ccccc2O)CC1	8	-1.9	-1	5	0	108	4	8	102
CCN(CC(=O)Nc1ccc(OC)c(OC)c1)S(=O)(=O)c1ccc(C)cc1	6	-1.1	0	5	-17	113	18	8	105
Cc1ccc(C2CC(c3ccco3)n3nc(N)nc3N2)cc1 (centres undefined)	-18	-1.2	-3	-3	-10	88	16	35	84
O=C(O)c1cccc(Oc2ncnc3sc4c(c23)CCCC4)c1	1	-1.9	3	-6	-41	99	10	-7	98
COC(=O)c1ccc(NC(=O)CN(c2ccc(C)cc2)S(=O)(=O)c2c(C)n[nH]c2C)cc1	4	11	-6	-8	-20	103	-26	-2	107
CCOC(=O)C1CCN(S(=O)(=O)c2ccc(Cl)cc2)CC1	2	-0.3	-11	3	-20	106	2	7	103
COC(=O)C1=CN(c2ccc(F)c(F)c2)C=C(C(=O)OC)C1c1ccc([N+](=O)[O-])cc1	6	-0.9	-1	5	-19	97	-6	2	101
O=C(Nc1ccc(F)cc1F)C1CCN(c2ncnc3c2sc2cccc(F)c23)CC1	2	-4.0	nt	-16	-23	100	-3	2	99
Cc1nc(N)sc1N=Nc1c(C)n(C)n(-c2ccccc2)c1=O	-3	-0.5	-1	-3	-4	94	7	0	98

High-throughput results deposited in PubChem BioAssay by several laboratories.
